# Bioassay records from PubChem.
# Fluorescein fluor – compound autofluorescence in fluorescein spectral region. Compound autofluorescence, 480/540 nm, fluorescein-equivalent; active compounds read high. AID 593. actives 0.91% (n = 59,000). max fluorescein-equivalent concentration, M; in the data active = max fluorescein-equivalent concentration above about 10 nM; inconclusive = between about 1.1 nM and that limit
#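 Autofluorescence profiling; 100 mM Tris, pH 8.0; incubation 15 min at RT; ex/em 480/540 nm; result as fluorescein-equivalent concentration.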
# Caspase-1 inhib – blocks human caspase-1 allosterically or competitively; P29466; Caspase-1 enzyme, Ac-WEHD-AFC fluorogenic rate; Potency, µM (highest dose often 57.5 µM), for the others: at the top dose activity change, negative = inhibition, most hits filed as inhibitors; actives 0.03% (n = 75,000); AID 900;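 also: potency is read from the fitted curve at half-maximal effect; plate controls were vehicle for no effect and no substrate for full effect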
# HEK293 cAMP ctrl – parental HEK293 cAMP activation (counter-screen). Potency, µM (series often up to 57.1 µM), inactives show top-dose activation, usual class: activators. actives 2.5% (n = 73,000). parental HEK293 CNG cAMP sensor, membrane potential fluorescence. AID 938; also: potency is read from the fitted curve at half-maximal effect; % of control where 0% means no effect; nearly all actives have a fitted effect of over 55% in size
#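 Counterscreen for endogenous-receptor signalling: CNG-channel HEK 293 cells report cAMP rise by membrane depolarization. After 60 min dye equilibration with 100 uM RO 20-1724, compounds incubated 30 min before bottom-read fluorescence at 590 nm.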
# BRCT inh green – inhibitors of human BRCA1 BRCT-phosphoprotein interaction (green fluorophore). P38398. BRCA1 BRCT-phosphopeptide binding, green fluorescence polarization. Potency, µM (titrated, usually from 76.9 µM), for inactives: at the highest dose activity change, negative = inhibition, most hits filed as inhibitors. actives 0.05% (n = 75,000);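 also: potency is read from the fitted curve at half-maximal effect; plate controls were peptide without protein for full effect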
#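 Compounds were incubated for 12 min at room temperature with a complex of 100 nM fluorescein-tagged pBACH1 decapeptide and 250 nM His-tagged BRCT protein. Buffer was phosphate pH 7.3 with EDTA, DTT and Tween 20. Disruption of binding lowers the polarization signal.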
# USP2a inhib – inhibitors of human ubiquitin-specific protease USP2a. O75604. USP2a enzymatic assay, qHTS inhibition. Potency, µM (series often up to 38.3 µM), for inactives: top-dose activity change, negative = inhibition, hits mostly inhibitors. actives 0.1% (n = 60,000). AID 927;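 also: potency is read from the fitted curve at half-maximal effect; nearly all actives have a fitted effect of over 60% in size; plate controls were DMSO for no effect and NEM full inhibition control for full effect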
#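 Inhibition is measured in a cell-free coupled assay with 20 nM USP2 core, 20 nM Ub-PLA2 and 20 uM NBD C6-HPC, 2.5 h incubation. Activity normalized to NEM control.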
# Ub-GFP proteasome – ubiquitin-GFP accumulation via proteasome inhibition; Potency, µM (top dose mostly 45.9 µM), without a hit: at the highest dose activation (GFP accumulation), most hits filed as activators; Ubiquitin-GFP reporter cells, proteasome inhibition, GFP fluorescence; response scale: untreated = 0%, 10 µM MG-132 = 100%; 67,000 tested, under 10 active; active = well fitted activation curve with a large enough effect, not every such curve was filed as active; inconclusive = small, poorly fitted or top-dose-only effect, or another doubt; inactive = no such curve, though single readings can be large or run the other way; also: potency is read from the fitted curve at half-maximal effect
#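 Reporter cells (U2OS, ubiquitin-G76V-GFP fusion) are plated overnight, then treated 4 hr at 37 °C with compound titrations from 46 uM down to 2.9 nM. Activity is scaled against untreated cells and 10 uM MG-132.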
# Caspase-7 inhib – allosteric or competitive inhibitors of human caspase-7; Potency, µM (doses to about 57.5 µM), inactives show at the top dose activity change, negative = inhibition, hits mostly inhibitors; AID 889; actives 0.02% (n = 75,000); recombinant caspase-7, Ac-DEVD-AFC fluorescence rate; active = well fitted inhibition curve with a large enough effect in the main read-out, with a control signal flat, not every such curve was filed as active; inconclusive = small, poorly fitted or top-dose-only effect, or a change in a side signal; also: potency is read from the fitted curve at half-maximal effect; % of control where 0% means no effect
# A350 fluor – A350 region autofluorescence; Compound autofluorescence, 340/450 nm, Alexa 350 dye-equivalents; active compounds read high; max dye-equivalent concentration, M; actives 11% (n = 59,000); in the data active = max dye-equivalent concentration above about 10 nM; inconclusive = mostly about 1.1 nM to 9.6 nM
# Epigenetic mod – derepresses silenced GFP locus in mouse C127i cells; Potency, µM (doses to about 46.1 µM), for inactives: at the highest dose GFP derepression (activation); actives 0.09% (n = 68,000); mouse C127i GFP locus derepression, cytometry, 30 h; also: % of control where 0% means no effect
#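 Read-out is the number of GFP-positive cells, scored as fluorescent objects 20 to 120 um wide, reflecting derepression of a silenced CMV-GFP reporter in murine C127i cells after 30 h compound exposure at 37 C.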
# 4MU fluor – 4-MU region autofluorescence; compound autofluorescence, 340/450 nm, 4-MU equivalents; active compounds read high; AID 589; actives 11% (n = 59,000); max dye-equivalent concentration, M; in the data active = max dye-equivalent concentration above about 10 nM; inconclusive = mostly about 1.1 nM to 9.6 nM
#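 Compounds in 100 mM Tris, pH 8.0, incubated 15 min at room temperature, then fluorescence read at 340 nm excitation/450 nm emission. Signal converted to 4-MU dye-equivalent concentration using an on-plate six-point 4-MU standard curve.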
# BRCT PPI red – BRCT-phosphoprotein interaction inhibition (red fluorophore) | P38398 | BRCT-phosphopeptide binding, red fluorescence polarization | Potency, µM (titrated, usually from 76.9 µM), for inactives: at the highest dose activity change, negative = inhibition, actives largely listed as inhibitors | actives 0.03% (n = 75,000) | AID 892; also: % is scaled to controls: 0 for no effect and ±100 for the full control effect
#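 Fluorescence polarization: 100 nM His-tagged BRCA1 BRCT with 100 nM TAMRA-labelled phospho-BACH1 decapeptide, phosphate buffer pH 7.3 with 150 mM NaCl, DTT, 0.01% Tween 20; 12 min RT. Binding inhibition seen as FP decrease.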
# Starred values were filed as active, the others as inactive; i = inactive; ? = inconclusive; . = no result given; & = joins results of further samples; [ ] = dose if it differs, or a comment. Unless noted, calls follow the shape of the dose curve; as a rule, active = well fitted curve in the direction sought with a large enough effect; inconclusive = small, poorly fitted or top-dose-only effect, or another doubt; inactive = no such curve, though single readings can be large; an effect the other way counts as inactive or inconclusive.
SMILES,Fluorescein fluor,Caspase-1 inhib,HEK293 cAMP ctrl,BRCT inh green,USP2a inhib,Ub-GFP proteasome,Caspase-7 inhib,A350 fluor,Epigenetic mod,4MU fluor,BRCT PPI red
C[C@H](N)CN1CCc2ccc(Br)cc21,?,3%,-13%,-2.6%,-1%,0%,-1%,i,-2%,i,-2.7%
N#CC(C#N)=NNc1cccc(Cl)c1,.,-5%,0.63µM*,-1.8%,.,.,-9%,.,.,.,0.1%
Cc1ccc(C2C(S(C)(=O)=O)=C(O)C(=O)N2c2ccccc2)cc1 (configuration not stated) (tested in a mixture with another compound),i,0%,6%,-1.8%,-5%,4%,0%,i,0%,i,0.1%
COC1C(O)C(OC2CC[C@]3(C=O)C4C(OC(C)=O)C[C@@]5(C)C(C6=CC(=O)OC6)CC[C@]5(O)C4CC[C@]3(O)C2)OC(C)C1OC(C)=O (some centres not stated),.,2%,.,0.3%[3.08 µM],57%[activator],.,1%,.,.,.,1.5%
CC(C)C(=O)c1cn(Cc2ccccc2C#N)c2ccccc12,i,3%,25µM*,0.4%,0%,4%,-5%,i,0%,i,0.1%
O=C(CCn1c(=O)oc2ccccc21)N1CCC2(CC1)OCCO2,i,-1%,5%,-0.3%,0%,-11%,0%,i,3%,i,0.5%
CCOC(=O)CC(SP(=O)(OC)OC)C(=O)OCC (configuration not stated),.,0%,?,2.0%,.,.,-1%,.,.,.,-2.8%
O=C(O)COc1ccccc1,.,0%,15%,-1.1%,.,.,0%,.,.,.,-1.0%
COC(=O)[C@@]1(Cc2ccccc2)[C@H]2c3cc(C(=O)N(C)C)[nH]c3C[C@H]2CN1C(=O)c1ccccc1,.,1%,?,-1.4%,.,.,-1%,.,.,.,1.5%
O=c1[nH]c(=O)n(C2CCCCCC2)c(O)c1C=NCCCN1CCOCC1,?,-3%,5%,0.1%,11%,.,-6%,?,6%,i,0.8%
NCC#Cc1ccccc1,i,-2%,9%,1.6%,-7%,2%,0%,i,?,i,-1.5%
Cc1c(C(=O)N2CCC3(CC2)OCCO3)oc2ccccc12,i,-1%,9%,0.3%,-2%,6%,-1%,?,-2%,?,-1.2%
COP(=O)(OC)[C@@H](O)C(Cl)(Cl)Cl,i,0%[25.7 µM],2%[25.6 µM],-1.4%[34.4 µM],-3%[17.1 µM],-3%[20.5 µM],-1%[25.7 µM],i,5%[20.6 µM],i,0.6%[34.4 µM]
CC(=NCC1CCCO1)c1c(O)n(C)c(=O)n(C)c1=O (configuration not stated),i,-2%,4%,-1.0%,-2%,-7%,-2%,?,3%,?,1.0%
CC1(C)CC2(CCO1)NCCN1C(=O)CSC12 (configuration not stated),i,-4%,5%,0.7%,-3%,-2%,2%,i,2%,i,0.3%
COc1cc(CCN)ccc1O,?,1%,6%,-2.6%,0%,-3%,0%,i,-2%,i,1.5%
Cn1c[n+](C)cc1C(O)c1ccccc1 (configuration not stated),i,2%,1%,0.0%,-1%,-2%,0%,i,-4%,i,0.0%
CCN(CC)C(=O)N[C@H]1C=C2c3cccc4[nH]cc(c34)C[C@@H]2N(C)C1,5e-08M*,.,6%[25.6 µM],-13%[34.4 µM],25%[17.1 µM],0%[20.5 µM],-15%[25.7 µM],4.7e-08M*,0%[20.6 µM],5.2e-08M*,-1.4%[34.4 µM]
O=C(Cl)OCc1ccccc1,.,0%,3%,-1.8%,.,.,0%,.,.,.,1.2%
O=c1cccc2n1CC1CC2CN2CCCCC12 (configuration not stated),.,-1%,.,-2.6%,-10%,.,1%,.,.,.,0.3%
O=C(c1ccc(CS(=O)(=O)c2ccccc2)o1)N1CCC2(CC1)OCCO2,i,0%,-6%,-3.2%,6%,-11%,0%,i,2%,i,0.5%
CN=C(SCc1ccccc1)c1c(O)n(C)c(=O)n(C)c1=O,i,-1%,6%,0.4%,-2%,-6%,0%,i,4%,i,-1.8%
O=[N+]([O-])c1ccccc1CCl,.,-2%,18%,-1.6%,.,.,1%,.,.,.,1.3%
COc1ccc(C(=O)O[C@H]2CC[C@@]3(C)[C@H]4CC[C@H]5[C@]3(C[C@]3(O)[C@H]6CN7C[C@H](C)CC[C@H]7[C@](C)(O)[C@]6(O)[C@H](O)C[C@]53O)O[C@]24O)cc1OC,i,0%[11.5 µM],20%[11.4 µM],-1.9%[15.4 µM],.,-7%[9.17 µM],0%[11.5 µM],i,10%[9.22 µM],i,0.6%[15.4 µM]
Oc1ccc([C@H](O)[C@@H]2CCCCN2)cc1O,?,6%[11.5 µM],3%[11.4 µM],-0.3%[15.4 µM],.,-4%[9.17 µM],1%[11.5 µM],?,-3%[9.22 µM],i,-0.3%[15.4 µM]
CCC12CN3CCN(CC(C3)/C1=N\O)C2,.,-1%,?,-0.2%,-2%[7.66 µM],-14%[9.17 µM],2%,.,2%,.,-1.5%
CN1[C@H]2CC(OC(=O)[C@H](CO)c3ccccc3)C[C@H]1[C@H]1O[C@H]12 (some centres not stated),.,0%&0%,-3%&-5%,0.1%&-0.2%,.,.,1%&2%,.,.,.,-0.3%&-2.8%
C=CCn1c(O)c(C=Nc2ccc(OC)cc2C)c(=O)[nH]c1=O,i,-4%,0%,-1.2%,26%,-3%,-4%,5.6e-06M*,3%,3.3e-06M*,-0.9%
C[C@@]12CC[C@H](O)C[C@@H]1CC[C@@H]1[C@@H]2CC[C@@]2(C)[C@@H](C3=CC(=O)OC3)[C@H](O)C[C@]12O,i,-1%[11.5 µM],11%[11.4 µM],-0.4%[15.4 µM],.,-3%[9.17 µM],-1%[11.5 µM],i,-1%[9.22 µM],i,-0.5%[15.4 µM]
CCOC(=O)N(c1ccccc1)P1(=S)OCCO1,i,2%,15%,-0.7%,4%,-11%,1%,?,0%,i,-0.4%
OC1(c2ccccc2F)CC2CCC(C1)N2CCN1CCOCC1 (configuration not stated),i,2%,18%,-0.3%,-6%,1%,1%,i,4%,i,-2.8%
CN(C)[C@@H]1C(=O)C(C(N)=O)=C(O)[C@]2(O)C(=O)C3=C(O)c4c(O)ccc(Cl)c4[C@](C)(O)[C@H]3C[C@@H]12,?,-3%[25.7 µM],9%[25.6 µM],0.5%[34.4 µM],23%[17.1 µM],14%[20.5 µM],-6%[25.7 µM],3.5e-08M*,-1%[20.6 µM],3.6e-08M*,-0.2%[34.4 µM]
CCCCOCCOP(=O)(OCCOCCCC)OCCOCCCC,.,0%,?,0.0%,.,.,-1%,.,.,.,-0.2%
CN(C)c1ccc(CN2CC=C(c3ccc(F)cc3)CC2)cc1,.,-2%,-9%,-1.2%,-1%,-9%,-1%,.,2%,.,0.3%
O=C(Oc1ccccc1)N1CCC[C@@]2(CCN(Cc3nccs3)C2)C1,i,-4%,-4%,-2.6%,55%[activator],10%,-2%,i,0%[9.22 µM],i,-0.2%
CN1CCN(c2ccc(C(N)=O)cc2N)CC1,?,-2%,-3%,-2.5%,1%,-2%,1%,?,0%,?,-0.1%
Cc1ccc(-n2nc(C)c3c2NC(=O)CSC3c2ccc3c(c2)OCO3)cc1 (configuration not stated),i,-1%,5%,0.6%,18%,-1%,-2%,i,2%,i,-2.0%
Nc1ccccc1N=Cc1c(O)n(CCC2=CCCCC2)c(=O)[nH]c1=O,i,-4%,2%,0.2%,12%,9%,-4%,?,0%,2.6e-08M*,-0.2%
Cc1ccc2c(c1)C1CN(C)CCC1N2C(=O)c1ccc(Br)o1 (configuration not stated),i,-1%,17%,1.0%,10%,-3%,-2%,i,0%,i,-2.0%
O=C(Cn1ncc2c3ccccc3n(Cc3ccccc3F)c2c1=O)N1CCC2(CC1)OCCO2,i,-1%,-14%,-2.0%,18%,-5%,-1%,i,-1%,i,1.3%
Cc1ccc(-n2c(O)c(C=Nc3ccccc3N)c(=O)[nH]c2=O)cc1C,?,?,-2%,-1.8%,33%[activator],-4%,-14%,1e-08M*,2%,?,1.0%
O=C(NC(Cc1ccccc1)C(=O)N1CCC2(CC1)OCCO2)C1CCCCC1 (configuration not stated),?,2%,13%,-3.5%,7%,-2%,-1%,i,-1%,i,1.2%
CN1CC[C@@]2(CCCN(C(=O)c3ccncc3)C2)C1,?,-3%,-7%,-0.2%,-13%,-3%,-1%,i,2%[9.22 µM],i,1.2%
C[C@@H]1[C@H]2C=C[C@@H]1[C@@H](c1c3ccc(=O)c(O)c-3oc3c(O)c(O)ccc13)[C@@H]2C(=O)O,?,-5%[11.5 µM],2%[11.4 µM],?,.,-2%[9.17 µM],-12%[11.5 µM],i,-3%[9.22 µM],i,?

# Profiles, looked up by structure.
# Listed for O=C(Cn1ncc2c3ccccc3n(Cc3ccccc3F)c2c1=O)N1CCC2(CC1)OCCO2 → Fluorescein fluor: i; Caspase-1 inhib: -1%; HEK293 cAMP ctrl: -14%; BRCT inh green: -2.0%; USP2a inhib: 18%; Ub-GFP proteasome: -5%; Caspase-7 inhib: -1%; A350 fluor: i; Epigenetic mod: -1%; 4MU fluor: i; BRCT PPI red: 1.3%
# Listed for O=C(NC(Cc1ccccc1)C(=O)N1CCC2(CC1)OCCO2)C1CCCCC1 (configuration not stated) → Fluorescein fluor: ?; Caspase-1 inhib: 2%; HEK293 cAMP ctrl: 13%; BRCT inh green: -3.5%; USP2a inhib: 7%; Ub-GFP proteasome: -2%; Caspase-7 inhib: -1%; A350 fluor: i; Epigenetic mod: -1%; 4MU fluor: i; BRCT PPI red: 1.2%

# An excerpt; rates above refer to the full screens.
